Arrestin-AP2 inh = human beta-arrestin and AP2 interaction inhibition; 340,000 tested, 0.31% active; FITC-arrestin peptide / GST-AP2 beads, flow cytometry; AP2 beta2 appendage carries R879A mutation; inhibition, % at 10 µM;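 active means inhibition above a set limit, near 3 SD of compounds lacking own fluorescence, cut at about 54% in these data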;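 further: plate controls were DMSO wells for no effect and 5 µM unlabelled arrestin peptide for full effect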
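System: GST-AP2 R879A glutathione beads; medium: PBS, Tween 20 0.05%, BSA 0.1%; reagent: fluorescein-tagged arrestin peptide at 50 nM final; schedule: pre-incubation 12 min, peptide binding 1 h, room temperature; detection: flow cytometry, FL1 (488/535 nm); read-out: inhibition as reduced fluorescein signal on beads, percent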
Pemphigus Ab inh = blocks pemphigus antibody binding to human desmoglein-3 | AID 588358 | P32926 | binding (percent of control), % at 10 µM | 310,000 tested, 0.48% active | DSG3-coupled beads, scFv-anti-DSG3-GFP binding, flow cytometry; active compounds read low;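 active means binding more than 3 SD below its plate's average and above zero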;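 further: hits lower antibody fragment binding to DSG3; some compounds called inactive have numbers as strong as hits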
CAL PDZ FP-1 = human CAL PDZ-peptide interaction inhibition; purified CAL PDZ, TMR-peptide fluorescence polarization, 1 h; inhibition, % at 20 µM; 330,000 tested, 0.02% active; AID 504414;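 active means highest replicate inhibition of at least 40%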;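 further: plate controls were DMSO neutral control wells for no effect and unlabeled competitor peptide control wells for full effect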
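material = purified tagged CAL PDZ domain construct (CerCALP) | buffer or medium = sodium phosphate/NaCl buffer pH 7.4 with TCEP, IgG, Thesit | reagent = TMR-labelled reporter peptide T*-PRC34 bound in PDZ groove | incubation = 1 h room-temperature incubation prior to read | measured by = fluorescence polarization (mP) | evaluation = percent inhibition from loss of millipolarization | control set = unlabelled peptide and DMSO controls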
LANA DNA inh = blocks KSHV LANA C-terminal domain binding to DNA. 340,000 tested, 0.078% active. MBP-C-LANA/FAM-LBS DNA binding, fluorescence polarization. inhibition, % at 9 µM. AID 504423;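 active means highest replicate inhibition at or above 60% at 9 µM, even if other replicates fall short; inactive means all replicates below 60% inhibition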;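 further: 0% = neutral control wells and 100% = 4 µM acridine orange control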
V-ATPase pH = regulators of yeast V-ATPase proton transport | response, % at 10 µM | 350,000 tested, 0.37% active | S. cerevisiae, pHLuorin cytosolic pH fluorescence; in the data active means response mostly above about 7.3%, no sharp cut-off; inactive means mostly below about 5.4%; further: actives read high; inactives centre near 0; some compounds called inactive have numbers as strong as hits
Keap1-Nrf2 PPI = inhibitors of human Keap1-Nrf2 protein-protein interaction. Q14145. AID 504523. Keap1 Kelch-Nrf2 peptide fluorescence polarization, 1536-well. 340,000 tested, 0.15% active. inhibition, % at 9.4 µM; in the data active means inhibition above about 12%;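 further: human Keap1 Kelch domain with fluorescein labeled Nrf2 9mer peptide probe; 0% = neutral control wells and 100% = peptide positive control; higher means more block of Keap1 binding to Nrf2 peptide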
NSD2 HMT inh = blocks human histone methyltransferase NSD2. 310,000 tested, 0.54% active. O96028. NSD2 peptide methylation, AlphaScreen, 120 min. inhibition, % at 12.5 µM; in the data active means inhibition above about 50%
Target sequence (O96028 whole entry, looked up): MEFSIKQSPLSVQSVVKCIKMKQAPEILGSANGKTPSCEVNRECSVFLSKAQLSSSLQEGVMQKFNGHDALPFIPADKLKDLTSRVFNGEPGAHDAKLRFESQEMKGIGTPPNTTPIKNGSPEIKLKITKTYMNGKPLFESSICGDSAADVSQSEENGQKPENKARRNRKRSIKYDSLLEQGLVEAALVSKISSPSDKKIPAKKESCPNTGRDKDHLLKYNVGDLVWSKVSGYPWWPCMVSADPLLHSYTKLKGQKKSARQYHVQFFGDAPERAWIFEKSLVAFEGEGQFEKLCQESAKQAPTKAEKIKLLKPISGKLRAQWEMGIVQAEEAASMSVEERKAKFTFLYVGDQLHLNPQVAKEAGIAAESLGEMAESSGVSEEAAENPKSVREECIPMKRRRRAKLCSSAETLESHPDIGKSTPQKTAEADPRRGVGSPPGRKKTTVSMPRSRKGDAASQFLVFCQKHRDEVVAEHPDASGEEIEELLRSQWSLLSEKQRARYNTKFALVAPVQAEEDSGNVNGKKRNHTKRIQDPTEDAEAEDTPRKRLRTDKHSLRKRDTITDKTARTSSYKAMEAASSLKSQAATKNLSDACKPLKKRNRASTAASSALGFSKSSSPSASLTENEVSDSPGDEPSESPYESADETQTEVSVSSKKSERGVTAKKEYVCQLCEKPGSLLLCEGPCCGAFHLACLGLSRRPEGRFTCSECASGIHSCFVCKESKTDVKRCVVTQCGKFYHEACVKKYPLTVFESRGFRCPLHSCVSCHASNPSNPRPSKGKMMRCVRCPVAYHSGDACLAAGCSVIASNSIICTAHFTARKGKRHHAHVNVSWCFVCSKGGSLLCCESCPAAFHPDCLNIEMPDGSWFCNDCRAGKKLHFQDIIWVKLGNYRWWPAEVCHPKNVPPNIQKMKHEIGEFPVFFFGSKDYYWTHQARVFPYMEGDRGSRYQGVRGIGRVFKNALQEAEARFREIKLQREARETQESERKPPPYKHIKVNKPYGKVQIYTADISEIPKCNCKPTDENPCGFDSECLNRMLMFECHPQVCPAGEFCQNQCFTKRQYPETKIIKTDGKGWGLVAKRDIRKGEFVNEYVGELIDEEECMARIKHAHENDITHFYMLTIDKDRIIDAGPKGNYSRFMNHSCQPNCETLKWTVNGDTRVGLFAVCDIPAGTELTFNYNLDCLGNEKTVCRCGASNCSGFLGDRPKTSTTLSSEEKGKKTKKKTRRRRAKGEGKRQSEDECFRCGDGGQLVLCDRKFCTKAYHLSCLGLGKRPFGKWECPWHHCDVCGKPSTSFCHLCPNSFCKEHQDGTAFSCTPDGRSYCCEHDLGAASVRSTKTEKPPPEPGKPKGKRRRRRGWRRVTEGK
DAGLB inh = blocks human DAGLB lipase activity. HEK293T DAGLB membrane lysate, EnzChek fluorogenic substrate. inhibition, % at 5.17 µM. 340,000 tested, 0.059% active. AID 504411; in the data active means inhibition above about 34%;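 further: 0% = enzyme with vehicle and 100% = wells lacking enzyme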
CAL PDZ FP-2 = inhibitors of human CAL PDZ peptide binding | Q9HD26 | purified CAL PDZ, TMR-peptide fluorescence polarization, 1 h | inhibition, % at 24.9 µM | 300,000 tested, 0.92% active | AID 602252;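 active means mean inhibition of at least 30% with at least half of replicates also reaching 30%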;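 further: 0% = DMSO neutral control and 100% = excess unlabeled competitor peptide PRC23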
Cardiac RTF inh = cardiac RTF calcium desensitization. IANBD-labeled cardiac RTF, Ca2+ fluorescence. inhibition, % at 7.15 µM. 340,000 tested, 0.12% active;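 active means inhibition above the mean inhibition of all tested compounds plus 3 SD, cut at about 17% in these data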;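 further: assay run at fixed EC70 calcium of 1.6 mM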
The depositor's hits bear a star; · = not tested or not shown. The list is partial; rates above refer to the full screens.

SMILES	Arrestin-AP2 inh	Pemphigus Ab inh	CAL PDZ FP-1	LANA DNA inh	V-ATPase pH	Keap1-Nrf2 PPI	NSD2 HMT inh	DAGLB inh	CAL PDZ FP-2	Cardiac RTF inh
O=C(Nc1ccc(F)c(F)c1)c1ccc2c(c1)OCO2	-7	107	-1.2	-1.3	3	-9	-1	-1	-1	-1
CCOC(=O)C1=C(COC(=O)/C=C/c2ccccc2Cl)NC(=O)NC1C (configuration not stated)	-11	·	-2.9	1.0	3	2	1	0	-3	-7
COc1cc(CNn2c(C)n[nH]c2=S)cc(Cl)c1OCc1ccccc1	-5	98	-1.7	1.4	4	1	·	-2	-2	-7
COc1cccc(NC(=O)CSc2cccc[n+]2[O-])c1	-5	·	-1.0	2.4	-1	-1	2	-4	-2	-2
Cn1cc(-c2nnnn2-c2ccc(Cl)cc2)c(=O)c2ccccc21	-2	·	-0.8	1.1	2	1	-2	-2	-3	6
CCn1c(=O)cc(OCC(=O)Nc2cc(C)ccn2)c2ccccc21	-5	106	-2.0	0.1	-4	0	0	2	·	-6
CCO[C@H]1OC(C(=O)Nc2ccccc2)=C[C@@H](C2CC2)[C@@H]1CCCO	0	102	-0.2	1.3	5	-3	·	-2	1	-12
CCOC(=O)C1CCN(C(=O)Cc2c(C(=O)O)[nH]c3ccccc23)CC1	1	110	-0.4	-0.7	2	2	1	3	·	-6
O=C(Nc1cccnc1)Nc1ccccc1Cl	-5	·	3.4	-0.2	1	0	0	0	-4	-3
CCN(C(=O)COC(=O)c1cc(C)oc1C)c1c(N)n(Cc2ccccc2)c(=O)[nH]c1=O	-12	·	0.6	-0.2	9	1	6	1	-5	-11
c1ccc2c(c1)[nH]c1nc3nncn3nc12	10	103	-0.9	-1.3	-4	0	-2	5	2	-1
O=C(CN1C(=O)COc2ccc(Cl)cc21)N1CCCCC1	55*	·	-1.6	-1.4	1	0	·	-1	4	-7
CCCn1c(N)c(N(CCOC)C(=O)c2cccc(C(F)(F)F)c2)c(=O)[nH]c1=O	5	·	-1.7	0.4	-1	3	-4	-5	-7	1
CC(=O)C1=C(O)CC(C)(C)CC1=NCCc1nc2ccccc2[nH]1	20	·	-2.4	-2.3	0	-3	-4	0	-3	1
COc1cc(OC)c(C(=O)OCC(=O)c2ccc3c(c2)NC(=O)CO3)cc1OC	-1	97	-1.9	-0.9	-2	-5	1	2	·	-7
COCCn1c(SCC(=O)NC2CCCC2)nc2cccnc21	-2	100	-4.8	0.0	-2	0	-4	0	-1	-15
COc1ccc2cc(CCNS(=O)(=O)c3ccc(NC(C)=O)cc3)c(=O)[nH]c2c1	1	101	-1.1	-0.9	6	2	2	-1	0	-3
CCCSCCCNC(=O)CN1C(=O)COc2ccc(S(=O)(=O)N3CCCC3)cc21	4	100	-0.3	0.2	6	1	-3	1	·	-4
CC(=O)n1cc(Nc2ccccc2C(=O)O)c2ccccc21	1	113	0.5	2.9	1	1	5	1	-1	-5
Fc1cccc(Cl)c1CNC(c1ccccc1)c1ccccc1	8	85	-0.7	1.3	-28	2	-10	-19	-3	11
CC(C)NC(=O)C1CCN(Cc2cccc(Oc3ccccc3)c2)CC1	11	106	-1.1	-1.1	0	0	0	0	-2	-6
Cc1c(C(=O)N2CCCCCC2)c(S(=O)(=O)Nc2ccc(F)cc2)c(C)n1C	0	·	-0.8	-0.6	-1	-4	15	2	-3	-8
COc1ccc(N2CCN(C(=O)c3ccccc3N(C)S(=O)(=O)c3ccccc3)CC2)cc1	42	110	0.1	1.0	-1	-2	5	3	7	-2
Cc1ccc(CNC(=O)COC(=O)CCC(=O)c2cccs2)cc1	12	96	-2.0	-0.8	2	-4	-5	-1	-5	-4
CCCc1cc(=O)[nH]c2nnc(SCC(=O)Nc3nnc(CC)s3)n12	-24	98	-1.8	0.1	-3	-7	0	-1	-1	-4
CCOc1cccc2sc(N(CCN(CC)CC)C(=O)c3cccc(N4C(=O)CCC4=O)c3)nc12	-2	107	-4.2	-0.3	5	-4	11	0	-1	-10
O=C(NCc1ccc(F)cc1)c1cccnc1C(=O)O	-16	77	-0.1	-1.5	5	3	2	3	-3	4
COC(=O)CSc1nnc(-c2cnccn2)n1C	-8	100	·	1.0	0	8	-2	-2	3	-4
CC1(C)Cc2c(cnn2-c2cccc(F)c2)C(NC(=O)c2cc[n+]([O-])cc2)C1 (configuration not stated)	8	110	-0.3	-1.4	-7	5	-2	3	-6	-1
Cc1ccc2cc(C#N)c(SCC(=O)N3CCCC3)nc2c1	33	98	-3.3	1.1	-1	3	-2	-1	-1	1
Cc1cccc(NC(=O)CN2C(=O)S/C(=C\c3ccc(-c4cccc(C(=O)O)c4C)o3)C2=O)c1	9	150	-3.1	4.0	-1	-3	-5	·	5	·
COCC(C)n1c(C)cc(C(=O)COC(=O)CCc2nc3ccccc3c(=O)[nH]2)c1C (configuration not stated)	0	124	-3.2	-1.0	0	-5	1	0	-4	0
O=c1c2cn[nH]c2[nH]c(=S)n1-c1ccccc1Cl	4	99	-3.9	0.3	2	-8	-1	0	-2	-1
CCCc1cc(=O)[nH]c(SCC(=O)NC2CCCCC2)n1	-11	114	0.3	0.3	-3	-6	·	1	-2	-4
Cc1ccc(-c2n[nH]c(=O)c3ccccc23)cc1S(=O)(=O)NC(C)(C)C	3	103	-0.4	1.0	0	-2	0	0	3	-15
Cc1ccc(C(=O)N/N=C/c2cccnc2)cc1Cl	·	95	·	·	2	·	0	1	·	·
Cc1ccc(NC(=O)CC2(CC(=O)O)CCCC2)cc1	5	92	1.9	-1.2	2	3	1	-1	-2	-7
Cc1noc(NS(=O)(=O)c2ccc(NC(=O)c3cc4ccccc4o3)cc2)c1C	-13	98	-1.8	0.4	2	-4	·	1	-17	-4
COc1ccc(C)cc1S(=O)(=O)N(C)CC(N)=O	-10	·	·	-1.3	14	1	-3	0	6	-5
CCn1cc(Br)c(C(=O)Nc2cccc(SC)c2)n1	0	100	0.0	4.4	7	0	·	-4	1	-1
CC(C)NC(=O)Cn1c(SCC(=O)N2CCCCCC2)nc2ccccc21	5	104	·	1.6	-1	0	2	1	-4	0
CCC1(c2ccccc2)NC(=O)N(CC(=O)N2CC(=O)Nc3ccccc32)C1=O (configuration not stated)	13	108	0.0	0.7	-5	-6	-4	-2	-18	-5
O=C(COc1ccccc1F)Nc1cc(S(=O)(=O)Nc2cccc(Cl)c2)ccc1O	6	97	-1.1	0.2	3	1	2	9	-8	-2
Cc1onc(C(=O)Nc2ccccc2C(F)(F)F)c1[N+](=O)[O-]	-1	88	0.0	-1.1	-2	0	-3	2	-3	-11
Cc1ccc2nc(Nc3ccc(F)cc3)c3nncn3c2c1	-3	104	-0.3	1.6	-3	-5	3	2	-4	-7
O=C(CSc1nnc(Cc2cc(=O)[nH]c(=O)[nH]2)n1-c1ccc(F)cc1)NC1CCCC1	-3	113	-0.8	6.5	0	-4	·	-3	-2	-1
C=CCNC(=O)C1CC=CCC1C(=O)O (configuration not stated)	-4	·	-0.8	-1.2	-1	0	0	-2	-2	-3
O=C(Nc1ccccc1)Nc1nc(-c2ccccc2)cs1	-10	·	0.0	-0.4	2	1	1	-3	5	1
Cc1sc(NC(=O)c2ccccc2)c(C#N)c1-c1ccccc1	17	92	-1.2	1.2	-1	-3	-1	-16	0	-6
CC1C(=O)N2CCCc3cc(NC(=O)C(=O)NCCc4c[nH]c5ccccc45)cc1c32 (configuration not stated)	3	110	-1.7	-1.5	-3	-6	1	4	-2	-14
Cc1cc2cc(C)c3nnc(SCC(=O)NCc4ccc5c(c4)OCO5)n3c2cc1C	4	102	-1.7	1.3	-2	-4	0	2	1	-11
CC(Oc1cccc(Cl)c1)C(=O)Nc1ccc([N+](=O)[O-])cn1 (configuration not stated)	3	107	-1.4	-2.8	-1	2	3	-6	-1	-5
c1ccc(OCCCn2nnc(-c3ccc(N4CCOCC4)cc3)n2)cc1	-4	107	0.7	0.2	2	6	3	-10	2	1
O=C1C2C3C=CC(C4CC34)C2C(=O)N1Cc1ccccc1 (configuration not stated)	·	108	0.0	1.0	0	-3	-2	-1	-6	-3
COc1cc(/C=C2\C(=N)N3N=C(N4CCOCC4)SC3=NC2=O)ccc1OC(=O)c1ccccc1	-1	93	-0.6	1.1	-1	-4	·	5	-2	-1
O=C(CCCn1nnc2ccccc2c1=O)N[C@H](C(=O)O)c1ccccc1	2	107	-1.7	0.6	-4	-3	-5	2	1	-19
COc1ccc(CC(=O)NCC2CCCN(Cc3cccc(C(F)(F)F)c3)C2)cc1 (configuration not stated)	39	117	-3.5	-4.8	-6	-1	1	3	-1	-7
CC1Cc2cc(S(=O)(=O)CCC(=O)NC3CCCCC3)ccc2N1C(=O)C1CC1 (configuration not stated)	34	98	-2.8	-2.0	-6	-1	-4	1	-1	-7
CN(C)S(=O)(=O)c1ccc(C(=O)OCCn2cnc3c2c(=O)n(C)c(=O)n3C)cc1	-19	104	0.0	-0.6	-3	1	-2	0	-2	-5
Cc1nc2nc(C)c(CCC(=O)NC3CCCCC3)c(C)n2n1	-1	82	-2.1	-1.2	-4	-4	32	-1	-2	1

Further results follow.
SMILES	Arrestin-AP2 inh	Pemphigus Ab inh	CAL PDZ FP-1	LANA DNA inh	V-ATPase pH	Keap1-Nrf2 PPI	NSD2 HMT inh	DAGLB inh	CAL PDZ FP-2	Cardiac RTF inh
O=C1[C@H]2[C@@H](c3ccc(F)cc3)N3C(=O)N(c4ccccc4)C(=O)[C@@]3(Cc3ccc(Cl)cc3)[C@H]2C(=O)N1C1CCCCC1	18	99	0.4	0.3	-5	0	·	-7	-2	-3
Cc1cc(C(=O)COc2cccnc2[N+](=O)[O-])c(C)n1-c1ccccc1	5	89	1.4	0.4	-3	0	-3	-3	4	4
C=C(C)Cn1c(SCC(=O)O)nnc1-c1ccccc1	5	98	0.3	5.5	4	-1	1	0	1	-6
O=C(COC(=O)c1ccc(Cl)cc1O)Nc1cccnc1Cl	10	103	0.2	0.0	5	2	0	-1	2	-28
CCN(CC)CCNC(=O)c1ccc(NC2=NC3CS(=O)(=O)CC3S2)cc1 (configuration not stated)	-3	107	0.1	-1.1	-5	5	·	1	·	-4
CCOC(=O)COn1c(=O)c(-c2ccc(OCC)cc2)[n+]([O-])c2ccccc21	-1	99	-0.5	0.0	-1	1	5	-1	5	-9
COc1ccccc1Nc1nnc(SCC(=O)NC2CC2)s1	2	·	-0.5	1.2	-1	-8	-2	0	-2	-6
CC(C)(C)NC(=O)c1ccc2c(c1)N(CC(=O)NC1CCCC1)C(=O)C(C)(C)O2	7	99	-4.8	0.4	5	-3	10	-1	0	-6
CCOc1ccc(N=C(NC#N)SCC(=O)NC2CC2)cc1	-7	100	-2.1	-0.5	-1	-2	47	2	·	-7

Bioassay records (PubChem BioAssay)
